# Ecoli viability – E. coli V3065 growth inhibition, primary screen, counter-screen for AddAB inhibitor project, absorbance, OD600; inhibition, % at 11.9 µM; AID 449728, 2010; 330,000 compounds, 0.27% hits; 18 h;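 active = inhibition above the campaign's mean inhibition across all tested compounds plus 3 SD, cut at about 9.9% in these data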;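 also: uninfected addAB+ strain grown without phage in ampicillin broth; 0% = DMSO wells and 100% = ciprofloxacin 0.95 µg/ml wells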
# MITF act – activators of MITF-driven TRPM1 promoter reporter, primary screen, cell-based, SK-MEL-5, luciferase, single point; SK-MEL-5 TRPM1-promoter luciferase, 24 h; % of positive control, neutral wells = 0; activation, % at 12.5 µM; 300,000 compounds, 0.75% hits; AID 588334, 2011;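 active = mean activation of at least 80% with every replicate also reaching 80%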;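 also: 0% = neutral control wells and 100% = parthenolide positive control wells; values of inactives mirror those of a sister screen read the other way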
# Wnt act – Wnt/beta-catenin pathway activators, primary screen, cell-based, plate reader, single point; Wnt/beta-catenin reporter cell assay, activator; activation, % at 9.35 µM; 300,000 compounds, 1.2% hits; in the data active = activation above about 30%, passing the limit was not always enough;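 also: 0% = neutral control wells and 100% = positive control wells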
# CAL PDZ FP-1 – CAL PDZ peptide-binding inhibitors, primary screen, biochemical, fluorescence polarization, Cer-tagged CAL PDZ, HTS; 330,000 compounds, 0.02% hits; AID 504414, 2011; inhibition, % at 20 µM; Golgi-associated PDZ and coiled-coil motif-containing protein (Homo sapiens), Q9HD26; purified CAL PDZ, TMR-peptide fluorescence polarization, 1 h;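 active = highest replicate inhibition of at least 40%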;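 also: plate controls were DMSO neutral control wells for no effect and unlabeled competitor peptide control wells for full effect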
#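 System: purified tagged CAL PDZ domain construct (CerCALP). Schedule: 1 h incubation at room temperature before polarization reading. Medium: 25 mM sodium phosphate pH 7.4, 150 mM NaCl, TCEP, IgG, Thesit. Read-out: percent inhibition from loss of millipolarization. Measured by: FP readout, S and P plane fluorescence. Probe or stimulus: fluorescent TMR peptide probe.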
# CAL PDZ FP-2 – untagged CAL PDZ binding inhibitors, primary screen, biochemical, fluorescence polarization, HTS | Golgi-associated PDZ and coiled-coil motif-containing protein (Homo sapiens), Q9HD26 | purified CAL PDZ, TMR-peptide fluorescence polarization, 1 h | inhibition, % at 24.9 µM | 300,000 compounds, 0.92% hits | AID 602252, 2012;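 active = mean inhibition of at least 30% with at least half of replicates also reaching 30%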;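 also: 0% = DMSO neutral control and 100% = excess unlabeled competitor peptide PRC23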
# SR-BI uptake up – activators of SR-BI mediated DiI-HDL uptake, primary screen, ldlA[mSR-BI] CHO cells, DiI fluorescence | 3 h; 100 = double the neutral-control signal | activation, % at 12.5 µM | AID 504775, 2011 | 320,000 compounds, 0.096% hits;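 active = mean replicate activation of at least 60% and every replicate at or above 60%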;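 also: 0% = median plate neutral-control signal and 100% = twice that signal; values of inactives mirror those of a sister screen read the other way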
#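 System: LDL receptor-deficient CHO ldlA cells overexpressing murine SR-BI | Timing: 3 h uptake period with compound, 37 °C | Medium: HEPES-buffered (25 mM, pH 7.4) F12 plus 0.5% BSA | Dosing: Single-point compound dose | Signal: Bottom-read fluorescence, 550/595 nm | Read-out: Retained DiI signal reflecting DiI-HDL uptake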
# phage Ecoli inh – growth loss of phage-infected E. coli, primary screen, RecBCD inhibitor project, absorbance, with phage, HTS; inhibition, % at 11.9 µM; 360,000 compounds, 0.26% hits; in the data active = inhibition above about 11%
# SR-BI HDL uptake – inhibitors of SR-BI mediated HDL lipid uptake, primary screen, ldlA[mSR-BI] cells, fluorescence, single point; Scavenger receptor class B member 1 (Mus musculus), Q61009; ldlA[mSR-BI] CHO cells, DiI-HDL uptake fluorescence, 3 h; inhibition, % at 12.5 µM; 320,000 compounds, 0.96% hits; AID 488896, 2010;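 active = mean replicate inhibition of at least 70% and a set share of replicates each scoring 70 or more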;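 also: 0% = median of neutral control wells and 100% = median of positive control wells; values of inactives mirror those of a sister screen read the other way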
# Target sequence (Q61009 whole entry, looked up): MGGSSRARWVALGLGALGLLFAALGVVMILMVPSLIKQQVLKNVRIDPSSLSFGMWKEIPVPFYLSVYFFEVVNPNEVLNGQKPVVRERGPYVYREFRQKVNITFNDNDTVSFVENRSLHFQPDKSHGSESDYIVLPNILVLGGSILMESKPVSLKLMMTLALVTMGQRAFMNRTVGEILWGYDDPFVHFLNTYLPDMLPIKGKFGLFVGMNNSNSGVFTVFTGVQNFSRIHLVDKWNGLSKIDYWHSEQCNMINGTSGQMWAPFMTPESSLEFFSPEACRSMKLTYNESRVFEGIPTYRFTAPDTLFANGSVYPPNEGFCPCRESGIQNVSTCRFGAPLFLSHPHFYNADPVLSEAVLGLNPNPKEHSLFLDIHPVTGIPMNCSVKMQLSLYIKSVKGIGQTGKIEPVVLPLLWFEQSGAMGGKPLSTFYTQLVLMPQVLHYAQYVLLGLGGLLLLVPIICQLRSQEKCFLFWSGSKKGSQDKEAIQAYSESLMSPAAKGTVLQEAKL
# AddAB inh – growth inhibition of E. coli expressing H. pylori AddAB, primary screen, AddAB inhibitor project, absorbance | inhibition, % at 11.9 µM | 330,000 compounds, 0.29% hits | AID 435030, 2010; in the data active = inhibition above about 12%;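 also: 0% = vehicle wells of infected cells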
# Tat export inh – E. coli Tat export inhibitors, primary screen, MC4100, TorA-mCherry reporter, fluorescence, single point | 340,000 compounds, 0.036% hits | inhibition, % at 10 µM | AID 488895, 2010;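 active = mean replicate inhibition at least 50% and at least half of replicates individually reaching 50%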;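 also: exported cargo escapes ClpAP degradation while cytoplasmic cargo is degraded and loses fluorescence; 0% = median of neutral control wells and 100% = median of NaSCN control wells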
# Starred values were filed as active, the others as inactive; nt = not tested or not shown.
# Every second line gives: Ecoli viability	MITF act	Wnt act	CAL PDZ FP-1	CAL PDZ FP-2	SR-BI uptake up	phage Ecoli inh	SR-BI HDL uptake	AddAB inh	Tat export inh
> Cc1ccc2c(c1)N(Cc1cccc(F)c1)C(=O)C(C)O2 (centres undefined)
    -0.3	nt	-1.3	-1.0	0.1	-39.8	2.5	39.8	-2.0	1.7
> Cc1cccc(OCCn2c(-c3ccco3)nc3ccccc32)c1
    1.2	nt	20.1	0.3	-4.1	-25.9	2.0	25.9	0.5	13.7
> Cc1ccc(Nc2nc(Cl)c(C=O)s2)cc1
    0.1	7.2	14.3	0.2	3.2	nt	0.8	nt	0.4	0.4
> CCCCOc1ccc(N(CC(=O)NC(C)(C)C)C(=O)CCC(=O)Nc2nccs2)cc1
    -2.8	nt	2.9	-0.5	-0.1	12.3	-1.4	-12.3	-0.4	20.6
> Cc1ccc(-c2nc3ccccc3[nH]2)cc1NC(=S)NC(=O)c1ccccc1Br
    3.5	14.0	0.5	-2.2	-2.3	-57.0	2.1	57.0	6.1	-0.4
> Cn1c(N)c(C(C[N+](=O)[O-])c2ccccc2Cl)c(=O)n(C)c1=O (centres undefined)
    -3.5	nt	-8.2	-0.6	nt	-20.2	0.6	20.2	-0.4	-19.5
> N#Cc1cc(C#N)c(N2CCN(c3ccccn3)CC2)nc1N
    -0.2	98.5*	29.8	-0.5	-0.2	8.9	3.4	-8.9	3.7	-3.1
> CCSc1nnc(NC(=O)C2C3CCC(C3)C2C(=O)O)s1 (centres undefined)
    0.2	-0.6	-13.8	-1.1	-2.3	7.2	3.5	-7.2	2.6	-10.6
> CC1=CC2=NC(=O)/C(=C\c3cc(C)n(-c4ccccc4)c3C)C(=N)N2O1
    0.1	7.1	1.4	-2.8	-0.2	-30.6	3.2	30.6	2.5	8.0
> Cc1ccc(NC(=O)COC(=O)Cn2c(C)csc2=O)cc1S(=O)(=O)N1CCOCC1
    nt	-0.4	0.6	-1.2	-1.4	12.4	2.8	-12.4	nt	4.9
> Cc1cc([N+](=O)[O-])c2ccccc2c1NS(=O)(=O)c1ccccc1
    nt	12.0	-0.3	0.2	-1.0	0.2	4.3	-0.2	nt	4.4
> O=C(N/N=C/c1cc(Br)cc(Br)c1O)c1ccncc1
    -3.6	nt	-2.3	nt	nt	nt	7.6	nt	2.6	nt
> COc1cccc(-c2nn3c(-c4ccco4)nnc3s2)c1
    -0.1	nt	nt	-2.5	-1.4	-16.4	1.6	16.4	0.2	-4.3
> Cc1nc2cc(Cc3ccccc3)ccc2o1
    nt	0.6	-1.1	0.6	-0.9	7.9	0.7	-7.9	nt	-3.0
> CCOc1ccc2[nH]c(=O)c(CN(CCN3CCCC3)C(=S)Nc3ccccc3OCC)cc2c1
    0.1	-58.6	-0.1	-0.5	nt	30.3	3.6	-30.3	1.2	2.2
> CC(=O)N1CCC(C(=O)N2CCN(S(=O)(=O)c3cccs3)CC2)CC1
    3.6	-6.2	-0.3	-5.1	-2.9	13.1	-1.6	-13.1	-0.2	-2.0
> CCc1c(O)nc(SCC(=O)c2ccccc2)n(-c2ccccc2)c1=O
    -0.7	5.4	3.0	0.4	-2.8	15.4	3.6	-15.4	-0.1	-4.9
> COCCCNC(=S)NNC(=S)NCCCOC
    1.7	nt	1.5	-0.2	-2.2	15.6	0.2	-15.6	3.0	-1.6
> CC(=O)N1CCc2cc(Br)cc(S(=O)(=O)N3CCCCC3)c21
    0.9	-7.6	-2.0	-1.4	6.4	nt	1.0	nt	0.8	1.7
> Cc1cc(S(=O)(=O)Nc2c(C)ccc3nsnc23)ccc1F
    -0.3	3.0	-2.2	-0.2	0.3	-0.9	0.5	0.9	2.1	-3.6
> Cc1cccc(NC(=O)N2CCCC2C(=O)Nc2ccccc2)c1 (centres undefined)
    -1.6	-11.1	-1.9	-2.5	-1.3	33.2	2.4	-33.2	1.7	-8.0
> CC(C)CCN=Cc1c(O)n(-c2ccccc2)c(=O)c2ccccc12
    1.6	-0.2	nt	-2.5	nt	7.8	0.4	-7.8	-1.0	-1.4
> Cn1c(NC(=O)c2ccco2)cc(=O)n(C)c1=O
    -3.0	0.2	-1.3	-1.5	-6.6	27.6	-0.2	-27.6	-0.2	0.8
> O=C(Cn1cnc(S(=O)(=O)N2CCCCC2)c1)N1CCN(c2ccc([N+](=O)[O-])cc2)CC1
    0.3	1.9	nt	-1.3	2.9	2.3	nt	-2.3	4.6	-0.8
> Cc1noc(C)c1C(=O)N1CCC(Cc2ccccc2)CC1
    0.7	-18.2	nt	-1.7	nt	10.1	3.8	-10.1	-0.2	-6.1
> CC1CCN(C(=S)c2ccc(-c3ccc(Cl)cc3Cl)o2)CC1
    0.6	28.0	4.9	-0.4	-2.8	-20.7	3.9	20.7	0.8	5.0
> CC(=O)Nc1ccc(S(=O)(=O)Nc2nc3ccccc3nc2N2CCCC2)cc1
    0.7	-2.2	nt	-0.1	-2.8	9.2	2.8	-9.2	1.4	-4.7
> O=C(COC(=O)CCc1nc2ccccc2s1)Nc1ccc(S(=O)(=O)N2CCOCC2)cc1
    -3.9	12.7	-0.9	nt	-4.6	-17.7	0.6	17.7	-5.7	9.9
> CCCCC(CC)COC(=O)c1ccc(N(C)C)cc1 (centres undefined)
    -0.2	5.0	5.8	0.2	-3.0	1.6	-1.7	-1.6	-0.3	3.2
> CCOc1ccc(C(C(=O)NC2CCCCC2)N(C(=O)c2ccco2)c2ccc(-n3cnnn3)c(C)c2)cc1 (centres undefined)
    1.0	9.2	1.8	-0.5	-0.9	14.0	2.2	-14.0	-1.6	-6.2
> COc1cc(C(=S)N2CCCCC2)ccc1OCC(=O)Nc1ccccc1Cl
    -1.0	19.6	-0.6	-0.8	-4.0	-51.1	7.0	51.1	3.2	-4.8
> CCOc1ccc(C2C(C#N)=C(N)SC(N)=C2C#N)c(OCC)c1
    0.2	-1.8	0.7	-1.1	-5.4	10.8	0.8	-10.8	1.9	-7.3
> COc1ccc(-c2nc(CCl)cs2)cc1
    -1.0	49.7	-1.1	-0.5	nt	8.2	2.6	-8.2	-1.9	-0.9
> C=CCOc1ccccc1CN(CCc1ccccc1)C(=O)c1cccc(S(C)(=O)=O)c1
    0.1	nt	0.1	-2.6	-6.7	nt	1.8	nt	1.5	14.4
> CN(NC(=O)c1ccc(Cl)cc1)c1cccc(Cl)n1
    0.9	nt	nt	-1.1	-4.8	nt	1.3	nt	1.6	-2.2
> Cc1cc(C)nc(SCc2nnc(SCC(=O)Nc3ccc(C)c(C)c3)n2Cc2ccco2)n1
    -1.2	nt	nt	-1.2	2.0	-62.5	1.2	62.5	0.2	10.8
> CC(N=C1NS(=O)(=O)c2ccccc21)C(=O)Nc1ccc(F)cc1Cl (centres undefined)
    -0.2	-4.7	0.8	-0.3	-4.9	13.3	-0.7	-13.3	0.9	-0.6
> CCOc1c2ccc(C(=O)NCc3ccc(OC)cc3)cc2nn1CCOC
    0.9	-7.4	-0.2	-0.3	-0.8	-8.8	2.8	8.8	3.2	0.3
> COc1ccc(C2C3=C(CC(C)(C)CC3=O)Nc3c2c(=O)[nH]c2nc(C)nn32)cc1 (centres undefined)
    0.6	nt	-2.5	-3.3	-4.8	-1.0	3.6	1.0	0.2	0.5
> Cc1ccc(NCc2nnc(SCC(=O)O)n2Cc2ccccc2)cc1Cl
    1.3	-4.0	-2.0	-1.3	1.7	-10.5	3.5	10.5	1.4	-4.0
> COc1ccc(C2C(C(=O)N3CCOCC3)CCC(=O)N2c2cc(OC)c(OC)c(OC)c2)cc1 (centres undefined)
    -0.9	nt	-1.0	-0.5	-2.5	-24.3	3.2	24.3	-0.3	-0.8
> CCOc1ccc(C2NC(=O)CCC2[N+](=O)[O-])cc1 (centres undefined)
    1.6	nt	-1.0	-0.2	-14.5	7.9	2.7	-7.9	1.3	2.9
> COc1ccc(CNC(=O)c2ccc(N3CCC4(CC3)CC(c3ccc(Cl)cc3)=NO4)c([N+](=O)[O-])c2)cc1
    -4.2	-12.8	-13.1	0.3	4.2	-27.9	1.4	27.9	-0.8	-12.9
> COc1cc(NC(=O)c2cc(C)nc3ccccc23)cc(OC)c1OC
    0.4	-7.5	-1.2	-1.4	-3.4	-34.5	3.2	34.5	1.2	-4.2
> NS(=O)(=O)c1ccc(CCNC(=O)CN2CCN(Cc3cccc4ccccc34)CC2)cc1
    1.5	-10.1	-1.0	-0.8	-7.7	nt	1.7	nt	0.9	8.7
> Cc1occc1C(=O)NNC(=S)Nc1ccccc1
    -0.5	54.8	17.7	-1.6	nt	17.3	0.5	-17.3	0.7	-4.7
> CCOc1ccc2nc(C(C)O)[nH]c2c1 (centres undefined)
    0.2	-4.6	nt	-2.4	0.3	23.6	-0.5	-23.6	0.2	8.2
> COc1ccc(S(=O)(=O)Nc2nc3ccccc3nc2NCc2ccc3c(c2)OCO3)cc1
    1.5	21.1	nt	-0.2	-3.8	28.4	4.2	-28.4	1.0	2.1
> O=C(Nc1ccc(F)cc1F)c1cc2ccccc2oc1=O
    1.0	nt	49.9*	-1.6	-4.5	14.8	3.3	-14.8	-0.7	2.0
> COC(=O)c1ccc2nc(NC(=O)CCS(=O)(=O)c3ccccc3)sc2c1
    -2.8	-22.5	-1.6	0.2	nt	-23.6	-0.9	23.6	1.0	-14.1
> Cc1cccc(OCC(=O)Nc2ccc3c(c2)nc(CCN2CCCCC2)n3C)c1
    -0.6	-3.9	-5.4	-1.5	-4.1	17.6	4.2	-17.6	1.6	2.1
> COc1ccc(C(=O)Nc2ccc3nc(C)sc3c2)cc1OC
    1.3	46.1	-1.3	-0.7	-3.5	-39.3	1.4	39.3	-0.3	-5.1
> COc1cccc(Cn2cc(-c3cccc(C(F)(F)F)c3)nn2)c1
    -0.2	nt	-0.8	-0.5	1.4	-3.2	0.8	3.2	4.1	5.3
> Cn1c(COc2ccccc2)nnc1SCC(=O)Nc1ccc(N2CCOCC2)cc1
    -2.3	13.5	-3.2	-2.8	-0.9	5.7	0.2	-5.7	0.8	-4.8
